Compound activity from PubChem BioAssay.
Rac1 mut GTP: modulators of GTP binding to human Rac1 activated mutant | AID 764 | 190,000 tested, 0.11% active | P63000 | percent activity (GTP binding), % at 10 µM | GST-Rac1 activated beads, fluorescent GTP binding, flow cytometry; actives lie on both sides; 100% means binding = to untreated wells;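 active means GTP binding at least 20 percentage points away from the 100% baseline, in either direction, so actives lie on both sides; inconclusive means Compound likely fluorescent itself, or too few beads counted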
Mcl1-Noxa inh: disrupts binding of human Mcl-1 to Noxa peptide; Q07820; TR-FRET Mcl-1/Noxa peptide binding, 2 h; inhibition, % at 21.7 µM; 220,000 tested, 1.5% active;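 active means compounds that cut the protein-peptide binding signal by more than 50% relative to plate controls in a single-dose test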;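 further: His-tagged Mcl-1 with rhodamine Noxa BH3 peptide and terbium anti-His antibody; 0% = Mcl-1 plus Noxa peptide wells and 100% = peptide-only wells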
Target sequence (Q07820 whole entry, looked up): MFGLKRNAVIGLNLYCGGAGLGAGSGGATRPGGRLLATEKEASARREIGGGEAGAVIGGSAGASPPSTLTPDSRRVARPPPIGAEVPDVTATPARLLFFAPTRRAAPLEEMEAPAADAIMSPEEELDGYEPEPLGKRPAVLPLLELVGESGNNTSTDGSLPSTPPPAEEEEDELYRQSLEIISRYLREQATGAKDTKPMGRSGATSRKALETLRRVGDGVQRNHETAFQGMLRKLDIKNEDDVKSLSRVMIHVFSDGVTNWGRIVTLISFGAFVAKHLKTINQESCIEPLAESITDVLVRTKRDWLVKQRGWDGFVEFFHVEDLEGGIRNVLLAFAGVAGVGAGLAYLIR
Cdc42 wt: human Cdc42 wildtype GTP binding change, either direction; P60953; GST-Cdc42 beads, Bodipy-GTP binding, flow cytometry; actives lie on both sides; percent activity (GTP binding), % at 10 µM; 190,000 tested, 0.2% active;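 active means percent activity GTP binding at least 20 points away from the 100% baseline, either down as inhibitor or up as activator; inconclusive means compound flagged as likely green fluorescent from well-wide comparison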;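 further: median bead fluorescence of bound Bodipy-FL-GTP at 100 nM; 0% = excess unlabeled GTP control and 100% = no compound control; below 100% means less GTP binding so inhibitor and above means activator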
Target sequence (P60953 whole entry, looked up): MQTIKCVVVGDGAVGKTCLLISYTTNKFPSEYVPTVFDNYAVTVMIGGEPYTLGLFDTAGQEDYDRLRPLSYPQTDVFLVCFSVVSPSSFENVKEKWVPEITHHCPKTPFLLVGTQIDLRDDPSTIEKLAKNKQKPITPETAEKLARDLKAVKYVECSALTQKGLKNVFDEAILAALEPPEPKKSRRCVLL
HRas wt GTP: human HRas wildtype GTP binding, change in either direction. GTP binding activity, % at 10 µM. AID 759. GST-Ras wt beads, Bodipy-FL-GTP binding, flow cytometry; actives lie on both sides. 190,000 tested, 0.14% active. P01112;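 active means GTP binding activity at least 20% away from the 100% baseline, either lowered as inhibitor or raised as activator; inconclusive means flagged as likely green fluorescent, judged across all proteins in the well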;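 further: 0% = unlabeled GTP competition control and 100% = no-compound control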
Pf gamet viab: P. falciparum stage V gametocyte viability inhibition | inhibition, % at 10.9 µM | AID 743093 | 150,000 tested, 0.065% active | P. falciparum stage V gametocytes, ATP luminescence, 24 h;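 active means inhibition above the mean plus 3 SD of compounds within the control limits, set per campaign, cut at about 38% in these data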;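 further: 0% = DMSO wells and 100% = medium only without gametocytes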
Mcl1 Bid PPI: Mcl-1/Bid interaction inhibition | AID 1021 | TR-FRET Mcl-1/Bid-Dy647 peptide binding, 1536-well | Q07820 | inhibition, % at 21.7 µM | 220,000 tested, 0.97% active;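 active means compounds that cut the binding signal by more than half at the single screening dose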;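 further: His-tagged Mcl-1 with europium anti-His antibody binding Bid BH3 peptide; 0% = Mcl-1 plus peptide wells and 100% = peptide-only wells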
Rab2A wt mod: changes GTP binding to wildtype dog Rab2A, up or down; GST-Rab2 wt beads, Bodipy-GTP binding, flow cytometry; GTP binding activity, % at 10 µM; 190,000 tested, 0.19% active; AID 760;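 active means GTP binding activity at least 20 points away from 100%, either lowered or raised; inconclusive means signal likely due to the compound's own green fluorescence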;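 further: 0% = beads with excess unlabeled GTP and 100% = no-compound control corrected for plate trend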
Rab7 wt modul: alters GTP binding to wildtype dog Rab7. GST-Rab7 beads, fluorescent GTP binding, flow cytometry; actives lie on both sides; untreated = 100%, excess cold GTP = 0%. GTP binding activity (percent of control), % at 10 µM. 190,000 tested, 0.055% active. AID 758;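 active means fluorescent GTP binding to Rab7 beads changed by at least 20 points from the 100% baseline, either direction, mostly lower; inconclusive means compound itself probably fluorescent, or too few beads counted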;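 further: median green fluorescence of bound Bodipy-FL-GTP per Rab7 bead population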
RGS8-Gao: human RGS8-Galphao interaction regulation; multiplexed bead flow cytometry, RGS8-Galphao binding; actives lie on both sides; response (percent of control binding), % at 10 µM; 220,000 tested, 0.34% active; in the data active means response below about 60% or above about 140%; inactive means in between;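 further: Galphao activated as the GDP aluminium fluoride complex binding bead-coupled RGS8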
Target sequence (P09471 whole entry, looked up): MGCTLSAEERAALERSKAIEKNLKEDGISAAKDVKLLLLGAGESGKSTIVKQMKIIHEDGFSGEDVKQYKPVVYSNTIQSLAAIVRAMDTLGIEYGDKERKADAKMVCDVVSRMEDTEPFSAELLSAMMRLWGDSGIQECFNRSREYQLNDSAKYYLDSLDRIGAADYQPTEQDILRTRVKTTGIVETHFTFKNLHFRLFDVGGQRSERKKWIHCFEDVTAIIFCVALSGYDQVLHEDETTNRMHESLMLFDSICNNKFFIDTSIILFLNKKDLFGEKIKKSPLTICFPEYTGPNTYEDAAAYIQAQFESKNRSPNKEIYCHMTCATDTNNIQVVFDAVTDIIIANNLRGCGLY
Bim-Mcl-1: inhibitors of Bim-Mcl-1 interaction, human; Q07820; Bead-based flow cytometry, Bim peptide-Mcl-1 binding; inhibition, % at 10 µM; 190,000 tested, 0.1% active; AID 1009; in the data active means inhibition above about 40%;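 further: 0% = no compound tracer wells and 100% = peptide blocker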
Rac1 wt GTP bind: alters GTP binding to wildtype human Rac1; P63000; GST-Rac1 beads, fluorescent GTP binding, flow cytometry; actives lie on both sides; 0 = cold GTP competed, 100 = untreated; GTP binding activity (% of control), % at 10 µM; 190,000 tested, 0.27% active; AID 757;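 active means GTP binding activity at least 20 points away from the 100% control level, either lower or higher; inconclusive means compound flagged as likely green fluorescent, judged across all proteins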
* = called active by the depositor; ? = inconclusive; nt = not tested or not shown.

SMILES	Rac1 mut GTP	Mcl1-Noxa inh	Cdc42 wt	HRas wt GTP	Pf gamet viab	Mcl1 Bid PPI	Rab2A wt mod	Rab7 wt modul	RGS8-Gao	Bim-Mcl-1	Rac1 wt GTP bind
COC(=O)C(O)(CC(=O)Nc1cc(Cl)ccc1Cl)C(F)(F)F (stereo not given)	99	-17	101	100	nt	3	99	100	106	-1	104
COc1ccc(-n2c(SCC(=O)NC3CCCCC3)nc3ccsc3c2=O)cc1	101	3	102	100	nt	-25	99	99	98	-2	102
Cc1ccccc1NC(=O)/C(C#N)=C\c1cccnc1	97	10	98	100	nt	-35	98	100	98	-2	100
CCOc1ccc(C2Nc3cccc4cccc(c34)N2)cc1OC	100	32	104	102	nt	-25	99	99	97	11	109
Cc1ccc(S(=O)(=O)N(CCCN2CCCC2=O)Cc2cc3c(C)ccc(C)c3[nH]c2=O)cc1	99	5	102	100	21	13	99	98	100	0	100
C/C(=N/OC(=O)C1CC1c1ccccc1)c1ccccc1 (stereo not given)	91	-9	93	93	-1	-6	93	94	99	0	92
Cc1ccc(-c2nc(CSc3nc4ccccc4c(=O)n3C)cs2)cc1	96	1	96	96	nt	-12	94	97	101	-3	98
CCCNS(=O)(=O)c1ccc(OC)c(Cl)c1Cl	96	2	99	99	nt	1	98	101	103	1	102
COc1ccc(NC(=O)CCS(=O)(=O)c2ccc(OC)cc2)cc1	99	-4	102	102	23	-10	101	101	94	-4	103
CCOC(=O)c1ccc(Nc2cc(C)nc(-c3ccccc3O)n2)cc1	96	-173	95	95	16	16	95	97	100	0	95
CC(=O)Nc1ccc(NC(=O)Cn2c(-c3ccc(F)cc3)cnc2SCC(=O)Nc2c(C)cccc2C)cc1	100	-25	105	104	3	-4	104	101	102	1	105
COC(=O)c1ccccc1NC(=O)N1CCN(Cc2ccco2)CC1	95	1	98	98	-9	-10	97	97	102	-1	96
CN1CCN(NC(=O)c2cccc(Br)c2)CC1	101	18	106	102	-17	-16	99	105	104	0	102
CC1CN(Cc2cc(=O)[nH]c(C3CC3)n2)CC(C)O1 (stereo not given)	97	-10	97	99	24	-38	100	98	98	3	99
Cc1nnc(NC(=O)CSc2nnc(-c3ccoc3C)n2CC(C)C)s1	97	-11	102	100	nt	-12	102	99	103	1	106
O=C1N=C(N2CCN(c3ccccc3)CC2)S/C1=C\c1ccco1	96	7	97	96	13	-55	96	96	109	0	99
CCn1c(=O)cc(OCC(=O)NC2CCCCC2)c2ccccc21	99	-6	102	103	2	8	101	99	104	4	103
COc1ccc(N=Cc2ccc[nH]2)cc1	96	13	105	101	nt	-120	98	96	107	0	101
Cc1cc(C)n(-c2ccc(N3CCOCC3)nn2)n1	102	16	106	103	nt	-7	104	102	104	0	109
Cc1ccnc(SCC(=O)N2CCN(C(c3ccccc3)c3ccccc3)CC2)n1	102	18	105	104	-57	12	104	104	108	2	105
CCOc1c(OC)cccc1C1CC(=O)Nc2cc(OC)c(OC)cc21 (stereo not given)	100	10	105	100	nt	-8	102	102	97	-3	106
CCc1ccc2c(c1)cc(CN(C(=S)Nc1ccccc1Cl)C1CC1)c1nnnn12	94	-3	97	97	nt	-22	95	95	101	-4	96
C/C(=N\NC(=O)CCn1nc(C)cc1C)C(C)(C)C	97	25	95	98	-23	-88	97	102	90	3	97
COc1ccccc1C(NC(=O)C1CCCCC1)c1c(O)ccc2ccccc12 (stereo not given)	100	4	101	99	0	-2	100	99	105	17	103
O=C(Oc1ccc(Cl)cc1N1C(=O)CCC1=O)c1ccco1	94	7	98	95	nt	-9	94	98	99	1	94
CCCCSc1nnc(C)c(=O)[nH]1	102	15	107	107	-8	-37	106	105	99	0	105
O=C(CSc1nc2ccccc2c(=O)n1NC(=O)Cc1ccccc1)NCc1ccccc1Cl	100	4	106	105	nt	-25	106	110	102	-2	103
COc1ccc(C(=O)Cn2c3ccccc3n3nc(CCC(=O)O)c(=O)nc23)cc1OC	100	6	104	103	nt	-96	100	102	99	0	105
COc1ccc(S(=O)(=O)N2CCN(C(=O)c3cccc(Cl)c3)CC2)cc1	?	0	?	?	6	0	?	?	101	0	?
Fc1ccccc1CSc1nc2ccccc2[nH]1	99	-1	104	103	26	-24	101	101	92	-1	103
CC1(C)CC(=O)C2=C(C1)N(Cc1ccccc1)C(=O)C2(NC(=O)C(C)(C)C)C(F)(F)F (stereo not given)	93	11	95	93	16	-9	93	95	94	3	91
O=C(Nc1ccc(Cl)c(Cl)c1)N1N=CCC1c1ccccc1 (stereo not given)	98	10	99	98	-8	8	100	103	102	0	99
c1ccc2ncc(-n3cnnn3)cc2c1	101	2	102	103	-3	1	98	98	97	1	103
CN=c1sc(C(=O)Nc2cccc(Cl)c2)cc(=O)n1C	99	10	104	101	2	10	99	104	94	-2	105
O=C(Nc1cccc(C(=O)N2CCCCCC2)c1)c1ccco1	99	-23	99	100	14	-3	96	99	97	0	97
Cc1nn(Cc2ccccc2Cl)c(C)c1C(=O)N1CCN(c2ccccc2)CC1	98	-14	105	104	-16	-15	101	101	98	0	100
CC(C)NC(=O)NC(=O)COC(=O)c1ccccc1F	99	2	105	102	nt	6	99	100	102	0	104
COc1cc2ccccc2cc1C(=O)Nc1ccc(S(=O)(=O)Nc2cc(C)on2)cc1	97	24	103	104	13	0	101	100	103	-2	102
CS(=O)(=O)Nc1ccccc1C(=O)N1CCN(c2ccccc2)CC1	102	9	108	104	-3	-23	102	101	101	1	108
C#CCOCCOCCOCCNc1nc(N2CCN(C(=O)[C@H]([C@@H](C)CC)n3cc([C@@H](N)CC(C)C)nn3)CC2)nc(N2CCN(C(=O)[C@H](Cc3ccc(O)cc3)n3cc([C@@H](N)CC(C)C)nn3)CC2)n1	97	21	96	95	nt	60*	96	96	102	-2	96
O=C(CSc1nnc(Nc2ccccc2)s1)NCCN1C(=O)CSC1=O	98	17	102	97	nt	-14	97	97	101	-2	101
CC(C)(C)CC(=O)NCc1cccs1	96	-7	95	97	-30	-14	94	96	97	-2	96
Cc1ccc(N(CC(=O)Nc2ccccc2-c2ccccc2)S(=O)(=O)c2ccccc2)c(C)c1	99	21	99	102	3	-3	99	103	99	-1	107
Cc1cc(C)nc(SCC(=O)NCc2ccco2)n1	97	19	100	101	nt	-29	98	100	99	1	103
CCN(CC)c1ccc(C(=O)OCC(=O)Nc2ccccc2-c2ccccc2)cc1	101	5	100	99	22	-2	101	104	103	-4	105
CCOC(=O)N/N=C/C=C/c1ccccc1[N+](=O)[O-]	95	3	95	97	3	-44	97	104	100	0	98
CCS(=O)(=O)N1CCN(c2ccc(C(=O)NC34CC5CC(CC(C5)C3)C4)cc2[N+](=O)[O-])CC1	96	6	97	98	0	0	97	100	93	-4	101
Cc1ccc2c(c1)NC(c1cccs1)C1=C(CC(C)(C)CC1=O)N2 (stereo not given)	97	5	96	96	10	-98	96	93	101	0	99
Cc1ccc(NC(=O)C2(N3CCC3=O)CCCCC2)cc1	98	5	100	99	-6	-14	105	105	99	0	104
CCN(CC(=O)Nc1cccc(Br)c1)Cc1nc2ccccc2c(=O)[nH]1	99	1	103	101	nt	-21	102	100	105	-8	110
COc1ccc(/C=C/c2c([N+](=O)[O-])c(=O)n(C)c(=O)n2C)cc1OC	98	25	99	99	nt	-44	98	98	102	0	100
CCOc1ccc(N2C(=O)CC(Sc3nc(CC(C)C)ccc3C#N)C2=O)cc1 (stereo not given)	93	3	96	94	8	-52	94	94	101	0	97
CCOc1ccc(CCNC(=O)COC(=O)c2ccc(OC)c(OC)c2OC)cc1OCC	96	25	101	101	10	-8	101	101	102	2	101
S=c1[nH]nc(COc2ccc(Cl)cc2)n1C1CCCCC1	92	8	96	94	-21	-3	91	94	71	-3	98
CCOc1cc(CNCc2ccccn2)cc(Cl)c1OC	96	23	98	96	14	4	97	96	109	2	98
COc1nc(-c2ccccc2)ccc1-c1noc(-c2ccccc2F)n1	96	-23	94	98	nt	1	101	99	108	1	97
O=Cc1ccc(N2CCCC2)c(F)c1	99	-4	101	100	nt	-3	99	100	99	0	102
COc1ccc(OC)c(Cc2nnc(CCC(=O)N3CCCCCC3)o2)c1	96	-8	101	99	8	-6	98	100	104	1	98
CC1CCN(Cc2ccc(-c3nnn(CC(=O)Nc4ccccc4Cl)n3)cc2)CC1	96	1	95	99	16	-36	100	103	105	-4	95
CCOC(=O)Nc1ccc(NC(=O)c2c(OC)cccc2OC)cc1	100	-1	102	101	-14	8	101	99	101	-2	104
The listing continues:
SMILES	Rac1 mut GTP	Mcl1-Noxa inh	Cdc42 wt	HRas wt GTP	Pf gamet viab	Mcl1 Bid PPI	Rab2A wt mod	Rab7 wt modul	RGS8-Gao	Bim-Mcl-1	Rac1 wt GTP bind
CCOC(=O)Cc1c(C)nc2c(-c3ccccc3)cnn2c1C	97	7	98	96	5	4	93	96	104	-3	103
CSc1ccccc1NC(=O)c1ccc(CN2CCOCC2)cc1	96	6	98	97	26	-26	97	102	99	0	97
COC(=O)C1C(=O)c2c([nH]c(C(=O)OCCSC)c2C)CC1C (stereo not given)	102	8	101	103	nt	-23	102	101	110	4	107
O=C(CSc1nnc(-c2ccncc2)n1Cc1ccccc1)NC1CCCc2ccccc21 (stereo not given)	100	15	101	102	18	-27	97	97	102	-3	101
CCSc1nnc(-c2ccc(S(=O)(=O)N3CCOCC3)cc2)n1CC1CCCO1 (stereo not given)	94	-14	94	95	-7	-44	97	101	102	0	92
CCOc1ccc(OCCN(C)Cc2ccccc2)cc1	97	10	99	100	nt	59*	101	100	98	-5	102
CCn1c(-c2cc(-c3cccc(OC)c3)nc3ccccc23)n[nH]c1=S	95	-18	99	94	nt	-14	96	96	100	-3	97
C=CCOc1cccc(C2/C(=C(/O)c3ccccc3)C(=O)C(=O)N2CCN2CCOCC2)c1 (stereo not given)	96	-6	100	101	nt	-39	99	99	102	2	98
Cc1cc(C(F)F)nn1CC(=O)NCc1ccc(Cl)cc1Cl	93	-16	93	96	nt	-4	97	97	99	-1	100
O=C(c1ccco1)N1CCN(S(=O)(=O)c2ccc(F)cc2)CC1	91	3	97	97	nt	-24	96	94	101	-4	97
O=C(NNC(=S)NCc1ccccc1)c1ccc2c(c1)OCO2	99	-14	97	103	5	-55	102	99	92	-6	99
c1cncc(-c2nc3cc4ccccc4cc3[nH]2)c1	96	26	99	103	6	0	100	103	101	2	102
CNC(=O)NC(=O)CSc1nnc(-c2ccc(F)cc2)n1CC1CCCO1 (stereo not given)	97	6	99	97	6	-11	96	96	97	-1	99
